# Wnt bcat act: activators of Wnt/beta-catenin signaling | Wnt/beta-catenin reporter cell assay, activator, plate reader | activation, % at 9.35 µM | 300,000 compounds, 1.2% hits; in the data active = activation above about 30%, passing the limit was not always enough; inconclusive = no clear call, values can overlap the other calls;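 note: 0% = neutral control wells and 100% = positive control wells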
# CAL PDZ FP-1: blocks peptide binding to the human CAL PDZ domain; Q9HD26; purified CAL PDZ, TMR-peptide fluorescence polarization, 1 h; inhibition, % at 24.9 µM; 300,000 compounds, 0.92% hits; AID 602252;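 active = mean inhibition of at least 30% with at least half of replicates also reaching 30%; inconclusive = no clear call, values can overlap the other calls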;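 note: 0% = DMSO neutral control and 100% = excess unlabeled competitor peptide PRC23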
# Rtt109 Vps75: C. albicans Rtt109 histone acetyltransferase inhibition; inhibition, % at 34.9 µM; 330,000 compounds, 0.16% hits; Q5AAJ8; AID 540336; purified Rtt109/Vps75, ThioGlo CoA-SH fluorescence, 4 h;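 active = inhibition of at least 50% in every replicate; inconclusive = best replicate reaches 50% inhibition but some replicates fall short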
# Target sequence (Q5AAJ8 whole entry, looked up): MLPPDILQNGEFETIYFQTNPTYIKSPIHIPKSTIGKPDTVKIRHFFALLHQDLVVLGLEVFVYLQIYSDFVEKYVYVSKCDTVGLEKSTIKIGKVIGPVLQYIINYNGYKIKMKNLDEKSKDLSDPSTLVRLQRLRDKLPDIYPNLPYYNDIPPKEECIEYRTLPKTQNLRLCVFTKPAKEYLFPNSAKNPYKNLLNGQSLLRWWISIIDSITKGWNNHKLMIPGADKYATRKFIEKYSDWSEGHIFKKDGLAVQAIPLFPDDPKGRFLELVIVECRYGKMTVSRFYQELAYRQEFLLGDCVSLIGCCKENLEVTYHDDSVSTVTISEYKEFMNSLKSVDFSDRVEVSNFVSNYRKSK
# Tat export inh: blocks Tat-dependent protein export in E. coli; AID 488895; 340,000 compounds, 0.036% hits; inhibition, % at 10 µM; E. coli MC4100 TorA-mCherry Tat export, fluorescence;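 active = mean replicate inhibition at least 50% and at least half of replicates individually reaching 50%; inconclusive = only one of the two criteria met; inactive = neither criterion met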;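 note: exported cargo escapes ClpAP degradation while cytoplasmic cargo is degraded and loses fluorescence; 0% = median of neutral control wells and 100% = median of NaSCN control wells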
# CAL PDZ FP-2: human CAL PDZ-peptide interaction inhibition; Q9HD26; purified CAL PDZ, TMR-peptide fluorescence polarization, 1 h; inhibition, % at 20 µM; 330,000 compounds, 0.02% hits; AID 504414;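 active = highest replicate inhibition of at least 40%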;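 note: plate controls were DMSO neutral control wells for no effect and unlabeled competitor peptide control wells for full effect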
#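 Test system: purified CerCALP PDZ construct; Compound dosing: one concentration, 20 µM compound; Also added: TMR-labelled reporter peptide T*-PRC34 bound in PDZ groove; Read-out: inhibition from polarization loss; Controls: unlabelled peptide and DMSO controls; Signal: FP readout, S and P plane fluorescence; Incubation: 1 h at RT.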
# V-ATPase pHluor: alters yeast V-ATPase proton transport. S. cerevisiae, pHLuorin cytosolic pH fluorescence. response, % at 10 µM. 350,000 compounds, 0.37% hits; in the data active = response mostly above about 7.3%, no sharp cut-off; inactive = mostly below about 5.4%; note: actives read high; inactives centre near 0; some compounds called inactive have numbers as strong as hits
# cardiac RTF act: increases calcium sensitivity of human cardiac regulated thin filaments; activation, % at 7.2 µM; IANBD-labeled TnC RTF fluorescence at EC20 calcium; 0% EC20 calcium, 100% full calcium; 340,000 compounds, 0.24% hits;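 active = activation above the mean over all tested compounds plus 3 SD, cut at about 30% in these data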;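 note: rise in fluorescence read as greater calcium sensitivity of cardiac thin filaments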
# dFosB act: enhances mouse delta FosB homodimer DNA binding; P13346; purified delta FosB, TAMRA-CDK5 oligo fluorescence polarization; percent of positive-control signal above neutral wells; activation, % at 25 µM; 340,000 compounds, 0.99% hits; AID 493131;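 active = mean activation above about 17%, with every replicate also reaching it, limit read from the data, passing the limit was not always enough; inconclusive = only one of the two conditions met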;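 note: fluorescence polarization rise as delta FosB binds a TAMRA Cdk5 AP-1 oligo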
# Target sequence (P13346 whole entry, looked up): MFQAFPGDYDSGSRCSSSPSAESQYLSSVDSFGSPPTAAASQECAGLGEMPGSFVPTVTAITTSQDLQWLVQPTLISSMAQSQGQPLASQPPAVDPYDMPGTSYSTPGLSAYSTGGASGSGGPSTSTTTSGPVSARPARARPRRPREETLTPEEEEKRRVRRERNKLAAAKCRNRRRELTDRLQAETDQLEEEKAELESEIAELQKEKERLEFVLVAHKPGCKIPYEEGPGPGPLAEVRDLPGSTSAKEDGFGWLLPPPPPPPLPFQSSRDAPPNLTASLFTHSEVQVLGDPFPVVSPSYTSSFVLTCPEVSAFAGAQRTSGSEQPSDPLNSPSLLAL
# MITF act: increases MITF-driven TRPM1 promoter luciferase signal. SK-MEL-5 TRPM1-promoter luciferase, 24 h; % of positive control, neutral wells = 0. activation, % at 12.5 µM. 300,000 compounds, 0.75% hits. AID 588334;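 active = mean activation of at least 80% with every replicate also reaching 80%; inconclusive = mean reaches 80% but some replicate falls short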;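 note: 0% = neutral control wells and 100% = parthenolide positive control wells; values of inactives mirror those of a sister screen read the other way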
# CDK5 inh: CDK5/p35 (human) kinase inhibition | Recombinant CDK5/p35, ADP-Glo luminescence, 60 min | 330,000 compounds, 0.01% hits | Q00535+Q15078 | AID 488839 | inhibition, % at 10 µM;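 active = highest replicate inhibition of at least 50% and at least 75% of replicates reaching 50%; inconclusive = only one of the two criteria met; inactive = both criteria failed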;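 note: plate controls were DMSO neutral control for no effect and GW8510 at 10 µM for full effect; many of its hits are not listed in these tables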
# The depositor's hits bear a star; ? = inconclusive; / = not tested or not shown. Not all compounds are listed, so the mix of outcomes need not match the whole.
SMILES,Wnt bcat act,CAL PDZ FP-1,Rtt109 Vps75,Tat export inh,CAL PDZ FP-2,V-ATPase pHluor,cardiac RTF act,dFosB act,MITF act,CDK5 inh
CN(C)C1(c2nnnn2CCOC(=O)Nc2ccc(Cl)cc2)CCCCC1,/,-9,-2,-1,-1.2,-4,6,0,8,-1.8
CCCCOP(=O)(CN1CCOCC1)OCCCC,/,-1,-8,-1,1.6,0,-8,4,-3,-1.0
O=C(COc1ccccc1)N1CCN(CCN2C(=O)c3cccc4cccc(c34)C2=O)CC1,-13,-1,1,3,-0.6,-3,-2,-5,0,0.6
CC(C)CN(CC(C)C)c1ccc(C=C2C(=O)NC(=S)NC2=O)cc1[N+](=O)[O-],/,0,7,1,-2.7,2,-10,-7,7,7.4
N#Cc1cc2c(nc1SCC(=O)Nc1ccc(Cl)cc1)C1CCN2CC1,10,-2,-8,-1,/,-1,-4,-7,6,0.4
COC(=O)CSC1=NN1c1cc(C)nc(N)n1,-3,/,3,4,-1.4,2,9,-5,3,1.0
CC1=Nc2ccccc2/C1=C/c1c(O)n(C)c(=O)[nH]c1=O,-1,-5,10,-4,-0.4,3,-4,-9,-8,-1.8
Cc1cc(/C=C2/C(=O)NC(=O)N(Cc3ccco3)C2=O)c(C)n1-c1ccccc1O,0,-8,?,-16,1.5,1,9,-3,8,-0.5
c1ccc(C[n+]2ccccc2)cc1,1,-1,11,-3,0.0,18,-7,-4,/,-1.8
COC(=O)C1=C(c2cccc(C#N)c2)C[C@@H]2CC[C@H]1N2C(=O)NCCOc1ccc(OC)cc1,-1,-1,-3,1,-0.5,-2,-1,-7,15,0.1
Clc1ccc(CCC(Cn2ccnc2)Sc2c(Cl)cccc2Cl)cc1 (centres undefined),-2,-8,9,-5,0.1,0,1,0,0,0.8
COCCO[C@H]1CC[C@@]2(C)C(=CCC3C2CC[C@@]2(C)C3CC[C@]2(C)O)C1 (some centres undefined),-3,-21,-4,7,-3.0,2,-3,-11,0,-2.4
C[C@]12CCC3C(CC[C@H]4C[C@@H](O)CC[C@]34C)C1[C@H]1CN=N[C@H]1[C@@H]2O (some centres undefined),-1,0,3,-6,-2.3,6,0,-15,2,-1.3
O=c1[nH]c(=S)[nH]c(O)c1CN1CCCCC1,/,-3,0,-3,-0.6,-1,-3,0,-4,0.5
CCN1CCN(c2cc(N3CCCC3)c([N+](=O)[O-])cc2F)CC1,-4,-5,15,11,-0.3,-4,9,1,-3,-0.6
O=C(CCn1nc(-c2ccc(Cl)cc2)ccc1=O)N1CCC2(CC1)OCCO2,-2,-3,-1,1,-3.6,5,-2,-10,-7,-1.2
Cc1ccc(S(=O)(=O)NC(CC(=O)N2CCC3(CC2)OCCO3)c2ccco2)cc1 (centres undefined),/,0,0,0,0.0,1,4,4,8,0.9
N#CC1c2ccccc2-n2nncc2CN1Cc1cc(Cl)cc(Cl)c1 (centres undefined),-15,8,2,56*,-1.7,0,-3,-14,-96,-0.4
C=CCC1(Nc2ccccc2)CC(C)N(C)CC1C (centres undefined),-1,3,-1,-3,-0.5,-2,-1,-1,/,2.2
O=C(Cc1ccccc1)Oc1ccccc1N1C(=O)CCC1=O,-1,-1,-4,2,-0.7,-3,-8,-4,2,-0.2
Clc1ccc(OCC#CCN2CCCCCC2)cc1,1,/,-1,10,-0.2,-2,1,-2,39,-5.3
CC(C)C[C@H]1C(=O)N2CCCC2[C@]2(O)O[C@](NC(=O)[C@@H]3C=C4c5cccc6[nH]cc(c56)CC4N(C)C3)(C(C)C)C(=O)N12 (some centres undefined),/,-1,1,-5,1.1,2,31*,-23,11,1.1
C[C@]12C[C@H](O)[C@@H](O)CC1=CCC1C2CC[C@@]2(C)C1CC[C@@H]2O (some centres undefined),4,-5,-6,-8,0.4,-3,1,3,-7,2.1
Clc1cc(Cl)c(-c2cc(Cl)c(Cl)cc2Cl)cc1Cl,1,-2,-12,1,-1.9,0,-2,-3,1,0.0
O=P1(N(CCCl)CCCl)NCCCO1 (centres undefined),0,1,5,-4,-0.1,-2,3,5,8,0.5
Cc1ccc(-c2cc(-c3ccc(C)cc3)[n+](-c3ccc(C(=O)O)cc3)c(-c3ccc(C)cc3)c2)cc1,-1,-42,8,3,-3.6,-1,3,-6,1,-1.4
COc1ccccc1OCC(=O)Nc1ccc(Cl)cc1C(=O)c1ccccc1,-3,-4,-16,9,1.3,-1,-1,-6,0,-1.8
Cc1c(C(=O)O)cc(-c2ccccc2)n1Cc1ccccc1,-2,0,2,-5,-1.8,-2,-5,-6,-12,1.9
O=C(N/N=C\C1C(=O)NC(=S)N(c2ccccc2)C1=O)c1ccc(O)cc1 (centres undefined),-1,0,8,4,0.1,-2,-3,-2,-8,1.1
Cn1c(O)c(C=Nc2ccc3c(c2)CCC3)c(=O)n(C)c1=O,/,0,-8,3,0.3,-1,-7,-11,21,0.8
CCCCSP1(=S)NCCCO1 (centres undefined),/,-3,5,-1,-0.6,-2,-2,-7,17,0.9
CN(C)S(=O)(=O)c1cc(C(=O)N2CCC(C(=O)O)(c3ccccc3)CC2)ccc1Cl,-3,0,-16,-14,-1.6,-2,-5,1,/,-4.7
N/C(=N\[N+](=O)[O-])N1CCN(C(=O)Oc2ccccc2)CC1,3,/,2,8,0.9,0,0,6,-9,-1.8
c1ccc2oc(N3CCNCC3)nc2c1,/,/,12,-14,0.2,-3,-4,-9,-6,-0.5
c1cc2c(cc1[C@H]1OCC3C1CO[C@@H]3c1ccc3c(c1)OCO3)OCO2 (some centres undefined),-1,1,5,7,-0.8,5,12,-5,22,-0.3
O=C1NC(=O)C(=Cc2cc([N+](=O)[O-])ccc2N2CCCCC2)C(=O)N1,-1,-5,-14,-2,0.1,-1,-1,2,0,0.4
COc1ccc(C(=O)C23CN4CN(CN(C4)C2)C3)cc1,11,-8,1,-4,-1.7,6,-1,-12,3,-0.8
Cc1oc(-c2ccccc2)nc1CN1C(=O)C(C)N=C(c2ccccc2F)c2cc(Cl)ccc21 (centres undefined),-4,/,0,14,-1.7,0,-1,-9,/,-6.8
OC(c1ccccc1)(c1ccc(Cl)cc1)C1CN2CCC1CC2 (centres undefined),3,-2,11,0,0.1,3,3,-13,/,1.7
Cc1ncc(CN2CCCC(C(=O)c3ccc(C(C)(C)C)cc3)C2)s1 (centres undefined),-5,-6,-5,7,-2.1,2,-2,-3,-6,0.7
C=C(Cl)CSC(=S)N(CC)CC,4,-5,-2,6,-1.4,-2,2,3,7,1.0
Cc1ccccc1OP(N)(=O)Oc1ccccc1C,0,/,-9,2,-0.7,8,-1,-5,2,0.0
c1ccc(C2CC3CC4(CCCC4)N2O3)cc1 (centres undefined),/,-3,2,0,-0.1,-1,-2,-2,-3,-1.3
COCCCNC(=O)Cn1cc(/C=C2\C(=O)NC(=O)N(c3ccccc3F)C2=O)c2ccccc21,/,-4,10,4,/,2,0,-6,-4,3.5
CCN(CC)C(=O)c1ccc(NC(=S)NC(=O)CCc2ccccc2)cc1,6,10,2,9,-0.2,-2,-3,-11,10,-0.5
CN(C)C(=O)Oc1cccc(OCc2n(C)c3ccccc3[n+]2C)c1,-1,/,-10,-10,-0.2,-1,3,-1,11,0.0
COC(=NC1CCCC1)C(O)c1c[nH]c2ccccc12 (centres undefined),/,-1,2,15,-0.9,-2,0,1,-5,0.0
CCN(CC)CCCC(C)N=C(c1ccccc1)c1c(O)n(C)c(=O)n(C)c1=O (centres undefined),-2,/,3,3,-0.2,-1,0,-9,/,-1.3
COc1ccc(CC2C(=O)N(c3ccccc3)C(=O)N(c3ccccc3)C2=O)c(OC)c1,/,1,8,-1,-1.1,0,-2,2,/,1.3
COC(=O)C1=C(c2ccc(C(C)=O)cc2)C[C@@H]2CC[C@H]1N2C(=O)NC1CCCCC1,-1,-2,3,-3,-0.6,-1,-2,0,-8,-0.5
COc1ccn(C)c(=O)c1C#N,-1,1,-3,-7,0.4,-3,3,-1,10,-0.7
CN1C(=O)C(O)N=C(c2ccccc2)c2ccccc21 (centres undefined),2,-1,/,-6,-0.3,-2,0,3,1,-0.4
COC(=O)C1CN(C#N)N(c2ccc(Cl)cc2)C12c1ccccc1-c1ccccc12 (centres undefined),/,-1,-2,2,-2.4,2,-4,-20,-97,1.0
CN1CC(C(=O)c2ccc(F)cc2)C(c2ccc(F)cc2)C1 (centres undefined),5,-1,-5,-2,-0.5,-3,-2,7,4,0.2
O=c1c2ccccc2nc(-c2ccc([N+](=O)[O-])cc2)n1-c1ccccc1,1,-3,4,-8,-0.6,-3,-6,-14,2,0.2
COc1ccc(CNCCc2c[nH]c3ccccc23)c(OC)c1OC,1,-3,5,-13,24,0,-3,15,/,1.6
COC(=O)C1=C(c2c(C)noc2C)C[C@@H]2CC[C@H]1N2C(=O)NCCNC(C)=O,-2,-2,-1,-3,-1.7,-3,3,-4,2,0.0
Cc1[nH]c2ccccc2c1C(=O)C(=O)N1CCC2(CC1)OCCO2,0,-1,-8,-1,-0.3,0,3,-4,7,-3.1
Cc1nn(Cc2ccccc2Cl)c(Cl)c1C(=O)OCC(=O)NC(=O)NC1CCCCC1,3,-3,-7,-1,-1.2,0,12,2,-3,-2.3
Cc1ccnc(NC(=O)CCCc2ccc(N(CCCl)CCCl)cc2)n1,4,51*,-1,-2,15,2,-8,-1,-6,1.0

# Two records picked at random from those above, as already listed:
SMILES,Wnt bcat act,CAL PDZ FP-1,Rtt109 Vps75,Tat export inh,CAL PDZ FP-2,V-ATPase pHluor,cardiac RTF act,dFosB act,MITF act,CDK5 inh
COC(=O)C1=C(c2ccc(C(C)=O)cc2)C[C@@H]2CC[C@H]1N2C(=O)NC1CCCCC1,-1,-2,3,-3,-0.6,-1,-2,0,-8,-0.5
Cc1ccnc(NC(=O)CCCc2ccc(N(CCCl)CCCl)cc2)n1,4,51*,-1,-2,15,2,-8,-1,-6,1.0

# Following part.
SMILES,Wnt bcat act,CAL PDZ FP-1,Rtt109 Vps75,Tat export inh,CAL PDZ FP-2,V-ATPase pHluor,cardiac RTF act,dFosB act,MITF act,CDK5 inh
O=P(Nc1ccccc1Cl)(c1ccccc1)c1nc2c(s1)CCCC2 (centres undefined),-1,-5,-14,-4,0.1,-2,-2,-1,/,-1.4
CN(C)C1(CNC(=O)Nc2ccc(Cl)c(Cl)c2)CCCCC1,0,-7,1,-7,-4.3,0,-7,-4,-1,0.6
CC(=O)c1ccc(OCC(=O)N2CCCC(N(C)Cc3ccccc3)C2)cc1 (centres undefined),-1,30,1,1,-1.2,1,1,-4,-10,-1.4
C[N+]1([O-])[C@@H]2CC(OC(=O)[C@H](CO)c3ccccc3)C[C@H]1[C@@H]1O[C@@H]12 (some centres undefined),-2,-1,-12,4,-0.1,1,3,-2,8,-1.5
Cc1ccccc1-n1c(-c2ccco2)nc2ccccc2c1=O,0,1,16,10,-1.4,-3,0,-3,/,-3.7
COC(=O)c1c2[n+](cc3cc(OC)c(OC)cc13)CCc1cc(OC)c(OC)cc1-2,0,-6,7,-2,-0.6,-2,8,0,-9,-2.2
